High-throughput results: PubChem, National Center for Advancing Translational Sciences (NCATS)
PI4K2A inh – blocks human PI4K2A kinase activity; Q9BTU6; purified PI4K2A, ADP-Glo luminescence, 1 h; hits give low values; activity change, negative = inhibition, % at 76.9 µM; 420,000 tested, 0.13% active; AID 1346378; in the data active = activity change below about -50%; inconclusive = mostly about -30% to -49%;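 note: -100% = wells without enzyme as full effect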
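ADP-Glo luminescence measured ADP generated by PI4K2A enzyme (4 ug/mL before mixing) with 1.2 mM PI substrate (pre-mix) and 300 microM ATP (pre-mix). Tris pH7.5 buffer with MgCl2, Triton X-100; 1 h reaction at ambient temperature.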
ERG-DNA inh – blocks human ERG Ets domain binding to DNA. P11308. fluorescence polarization, His-ERG Ets domain / labelled DNA. Potency, µM (titrated, usually from 76.9 µM), for the others: at the highest dose FP activity, negative = inhibition, usual class: inhibitors. 370,000 tested, 0.028% active. AID 624246; active = well fitted inhibition curve with a large enough effect in the polarisation, with a control signal flat; inconclusive = small, poorly fitted or top-dose-only effect, or effect the other way, or a change in a side signal; inactive = no such curve, though single readings can be large or run the other way; the % refers to the polarisation;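 note: polarization taken with two DNA probes labelled with fluorescein and Texas red; potency is the fitted concentration of half-maximal effect; % of control where 0% means no effect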
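His-tagged ERG Ets domain (1 uM in the protein solution; 300mM KCl, 50mM Tris-HCl, 1mM EDTA, 1mM DTT, pH 7.5) received compound, then a probe mix of 5 nM fluorescein-DNA and 100nM Texas-615-DNA. Fluorescence polarization was read for both dyes.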
BAZ2B block – inhibitors of human BAZ2B bromodomain; AlphaScreen BAZ2B-H3K14Ac peptide displacement; Potency, µM (top dose mostly 114 µM), for inactives: top-dose activity change, negative = inhibition, usual class: inhibitors; 360,000 tested, 4.4% active; note: potency is the fitted concentration of half-maximal effect; % is set by controls: 0 for no effect and ±100 for the full control effect; nearly all actives have a fitted effect of over 60% in size
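BAZ2B (50 nM) with biotin-H3(5-23)K14Ac peptide (50 nM) in PBS pH 7.4, 0.01% Tween-20, preformed 30 min, then compound 30 min at room temperature; top concentration 110uM. AlphaScreen streptavidin donor/nickel chelate acceptor beads (10 ug/mL final), 20 min dark, signal read.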
GLS inh – glutaminase GLS (human) inhibition; O94925; GLS enzymatic activity, qHTS titration; Potency, µM (titrated, usually from 45.5 µM), without a hit: top-dose activity change, negative = inhibition, hits mostly inhibitors; 410,000 tested, 0.21% active; note: potency is the fitted concentration of half-maximal effect; % is set by controls: 0 for no effect and ±100 for the full control effect
Target sequence (O94925 whole entry, looked up): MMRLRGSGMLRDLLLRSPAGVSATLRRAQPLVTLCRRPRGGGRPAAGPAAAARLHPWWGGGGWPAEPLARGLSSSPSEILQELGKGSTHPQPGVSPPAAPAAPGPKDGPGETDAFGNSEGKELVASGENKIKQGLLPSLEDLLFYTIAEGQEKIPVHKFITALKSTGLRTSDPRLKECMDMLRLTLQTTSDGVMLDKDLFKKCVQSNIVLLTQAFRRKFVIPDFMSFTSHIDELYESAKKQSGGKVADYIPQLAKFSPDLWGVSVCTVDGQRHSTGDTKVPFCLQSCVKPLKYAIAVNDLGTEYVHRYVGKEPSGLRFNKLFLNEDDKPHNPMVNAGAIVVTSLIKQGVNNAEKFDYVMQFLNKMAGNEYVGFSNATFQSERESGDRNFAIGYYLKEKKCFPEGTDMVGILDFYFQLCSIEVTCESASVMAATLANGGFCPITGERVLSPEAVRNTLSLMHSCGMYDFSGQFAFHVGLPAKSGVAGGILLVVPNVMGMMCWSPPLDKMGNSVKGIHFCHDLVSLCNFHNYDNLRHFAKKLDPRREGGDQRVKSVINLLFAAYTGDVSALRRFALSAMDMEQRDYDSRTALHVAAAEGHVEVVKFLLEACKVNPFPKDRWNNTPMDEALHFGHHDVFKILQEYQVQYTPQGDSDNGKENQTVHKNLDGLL
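Human kidney-isoform GLS in 45 mM KH2PO4 pH 8.2, 0.02% Tween-20, with compound, started with 1mM L-Glutamine (added stock). Glutamate oxidase/HRP/Amplex red coupled fluorescence read at start and after 30 min at RT.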
Pin1 inhibitor – blocks the human prolyl isomerase Pin1 | Potency, µM (top dose mostly 115 µM), for the others: at the highest dose activity, negative = inhibition, hits mostly inhibitors | Pin1 FP peptide displacement, HiFluor488, 10 min | 390,000 tested, 0.009% active | Q13526; active = well fitted inhibition curve with a large enough effect in the polarisation, with a control signal flat, not every such curve was filed as active; inconclusive = small, poorly fitted or top-dose-only effect, or effect the other way, or a change in a side signal; inactive = no such curve, though single readings can be large or run the other way; the % refers to the polarisation; note: potency is the fitted concentration of half-maximal effect; % is set by controls: 0 for no effect and ±100 for the full control effect
HP1b binding inh – inhibitors of HP1-beta chromodomain binding to methylated histone tails; 390,000 tested, 0.56% active; Potency, µM (highest dose often 114 µM), for inactives: top-dose activity change, negative = inhibition, hits mostly inhibitors; AlphaScreen HP1-beta / biotin-H3K9me3 peptide binding; P83916; note: potency is the fitted concentration of half-maximal effect; nearly all actives have a fitted effect of over 70% in size; inactives centre near 23
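HP1-beta protein (50 nM final) preincubated 30 min at room temperature with biotinylated H3(1-18)K9me3 peptide (50 nM) in PBS pH 7.4, 0.01% Tween-20, then compound added for 30 min. AlphaScreen streptavidin donor/nickel chelate acceptor beads (10 ug/mL final), 30 min dark, luminescence read.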
G9a block – G9a (human) methyltransferase inhibition. Q96KQ7. G9a H3K9 monomethylation, AlphaScreen, 2 h. Potency, µM (titrated, usually from 102 µM), for the others: at the highest dose activity, negative = inhibition, usual class: inhibitors. 350,000 tested, 8.8% active. AID 504332; note: potency is the fitted concentration of half-maximal effect; % is set by controls: 0 for no effect and ±100 for the full control effect; nearly all actives have a fitted effect of over 75% in size
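Using a bead-based AlphaScreen, monomethylated H3K9 product from 2 h room-temperature reactions (G9a 20 nM, peptide 500 nM, SAM 20 uM) was detected with 0.5 ug/mL rabbit anti-H3K9me1 antibody.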
PGK inhibitor – inhibitors of T. brucei phosphoglycerate kinase; 380,000 tested, 0.043% active; Potency, µM (doses to about 57.5 µM), inactives show at the top dose activity change, negative = inhibition, actives largely listed as inhibitors; PGK/GAPDH coupled, Kinase-Glo luminescence, 60 min; P07378; note: potency is the fitted concentration of half-maximal effect; % is set by controls: 0 for no effect and ±100 for the full control effect; nearly all actives have a fitted effect of over 60% in size
Target sequence (P07378 whole entry, looked up): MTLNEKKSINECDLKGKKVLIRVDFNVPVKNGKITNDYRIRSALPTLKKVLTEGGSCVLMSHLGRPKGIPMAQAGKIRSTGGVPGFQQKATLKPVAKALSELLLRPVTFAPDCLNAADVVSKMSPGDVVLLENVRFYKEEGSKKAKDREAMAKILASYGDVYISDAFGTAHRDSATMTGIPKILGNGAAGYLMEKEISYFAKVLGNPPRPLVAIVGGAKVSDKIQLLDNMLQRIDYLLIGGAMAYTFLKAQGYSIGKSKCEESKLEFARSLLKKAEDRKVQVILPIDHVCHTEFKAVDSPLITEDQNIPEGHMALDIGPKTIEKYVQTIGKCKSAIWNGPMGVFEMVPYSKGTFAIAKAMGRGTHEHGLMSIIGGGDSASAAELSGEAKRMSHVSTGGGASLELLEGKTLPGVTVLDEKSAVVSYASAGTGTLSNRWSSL
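Recombinant glycosomal PGK reaction used 1,3-bisphosphoglycerate generated in-well by GAPDH (100nM final) in 100mM TEA pH 7.6, 5mM MgCl2, 0.01% Tween-20. After 60 minutes at room temperature, ATP was read by Kinase-Glo Plus luminescence end-point.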
JMJD2A Tudor inh – inhibitors of human JMJD2A Tudor domain. O75164. 390,000 tested, 4.4% active. AlphaScreen JMJD2A-Tudor / H3K4me3 peptide binding. Potency, µM (titrated, usually from 114 µM), without a hit: at the top dose activity change, negative = inhibition, hits mostly inhibitors. AID 504339; note: potency is the fitted concentration of half-maximal effect; % is set by controls: 0 for no effect and ±100 for the full control effect; nearly all actives have a fitted effect of over 50% in size
* marks the source's active call; other numbers are inactive results; i = inactive; u = inconclusive; x = not tested or not shown; & = joins results of further samples; [ ] = remark or other dose. Unless noted, calls come from the whole dose curve; as a rule, active = well fitted curve in the direction sought with a large enough effect; inconclusive = small, poorly fitted or top-dose-only effect, or another doubt; inactive = no such curve, though single readings can be large; an effect the other way counts as inactive or inconclusive.

Start of the data: the first 4 records as a preview:
SMILES	PI4K2A inh	ERG-DNA inh	BAZ2B block	GLS inh	Pin1 inhibitor	HP1b binding inh	G9a block	PGK inhibitor	JMJD2A Tudor inh
COc1ccc(-c2oc3cccnc3c2C#CCO)cc1	-1	-5%	-3%	-1%	15%	28%	50µM*	-6%	-7%
Cc1ccccc1OCC(=O)N1CCCCCCC1	9	-3%	-14%	11%	1%	5%	x	-4%	-17%
CCOC(=O)c1c(NC(=O)C(C)OC(=O)C2=COCCO2)sc2c1CCCC2 (centres undefined)	0	-2%	1%	3%	5%	37%	11%[2.33 µM]	i	-26%
COc1ccc(-c2ccc(N(C)C)cc2)cc1[C@H]1[C@@H]2C=CCC[C@@]2(C)C(=O)N1Cc1ccccc1	-3	1%	7.9µM*	3%	11%	u	u	i	14µM*

All compounds of this part, repeating the preview:
SMILES	PI4K2A inh	ERG-DNA inh	BAZ2B block	GLS inh	Pin1 inhibitor	HP1b binding inh	G9a block	PGK inhibitor	JMJD2A Tudor inh
COc1ccc(-c2oc3cccnc3c2C#CCO)cc1	-1	-5%	-3%	-1%	15%	28%	50µM*	-6%	-7%
Cc1ccccc1OCC(=O)N1CCCCCCC1	9	-3%	-14%	11%	1%	5%	x	-4%	-17%
CCOC(=O)c1c(NC(=O)C(C)OC(=O)C2=COCCO2)sc2c1CCCC2 (centres undefined)	0	-2%	1%	3%	5%	37%	11%[2.33 µM]	i	-26%
COc1ccc(-c2ccc(N(C)C)cc2)cc1[C@H]1[C@@H]2C=CCC[C@@]2(C)C(=O)N1Cc1ccccc1	-3	1%	7.9µM*	3%	11%	u	u	i	14µM*
COC(=O)c1sc(NC(=O)c2c(C)noc2C)nc1C	-6	-13%	-5%	11%	-6%	32%	2%	-5%	-4%
Cc1ccc(CNC(=O)C2CCC(=O)N2Cc2ccc(F)cc2)cc1 (centres undefined)	12	-4%	-6%	-2%	-1%	67%[activator]	12%	2%	-12%
O=C(NCCc1csc(-c2ccccc2)n1)c1ccc(Br)o1	1	-8%	-3%	-2%	5%	29%	1%[59 µM]	-6%	0%
O=C(Cc1ccccc1F)NC1CCCN(Cc2ccc(Cl)cc2)C1 (centres undefined)	1	2%	2%	2%	-6%	61%[activator]	u	i	-21%
COC(=O)[C@@H]1C[C@H]2CC[C@H](O)C[C@H]2N1Cc1ccc(N2CCN(C)CC2)cc1	-3	-11%	1%	27%	2%	19%	17%[59 µM]	-8%	-19%
COc1cc(OC)c2ccc(=O)oc2c1C(CCN1CCN(c2ccccc2)CC1)c1ccc2c(c1)OCO2 (centres undefined)	0	-28%	25µM*	2%	2%&8%	8%&-9%	-108%[59 µM]	2%	18µM*
CCOC(=O)N1CCC2(CC1)C(C#N)=C(N)Oc1n[nH]c(C)c12	-1	-1%	14%	2%	-17%	24%	u	-8%	-19%
Cc1ccc(C(=O)CCC(=O)Nc2cc(C)ccn2)cc1	4	2%	0%	-11%	20%	23%	-18%[12.7 µM]	i	-14%
CC1CCN(C(=O)C2CCCN(S(=O)(=O)c3cccc4nsnc34)C2)CC1 (centres undefined)	-6	12%	-7%	1%	-1%	33%	x	-5%	1%
Cc1ccc2oc(C(=O)Nc3ccc(S(=O)(=O)Nc4ncccn4)cc3)c(C)c2c1	-1	5%	-15%	-16%	13%	26%	37%	-4%	-7%
OC(CCc1ccncc1)c1ccccc1 (centres undefined)	-1	-4%	-3%	0%	-1%	36%	-11%[2.33 µM]	-10%	-14%
O=c1c2[nH]c3ccc(F)cc3c2nc2n1CCCS2	-2	-6%	-7%	8%	3%	-11%	33%	i	-15%
O=C(CC1N=C2c3ccccc3N=C(SCc3ccccc3Cl)N2C1=O)NCCc1ccccc1 (centres undefined)	5	-1%	-4%	14%	60%[activator]	38%	-4%[59 µM]	-6%	-16%
Cc1ccnc2nc(C(=O)OCC(=O)c3ccc(Cl)cc3)nn12	2	11%	0%	-2%	1%	19%	9%[12.7 µM]	i	-14%
O=C(O)CCc1ccc(-c2ccc(Br)cc2)o1	-8	11%	-36%	5%	-15%	-36%	16µM*	i	56µM*
O=C(CN1CCCCCC1)Nc1ccc(Br)cc1	10	3%	8%	4%	5%	24%	-8%[12.7 µM]	-7%	-1%
COc1ccc(NC(=O)CSc2nnc(-c3cccs3)n2N)cc1S(N)(=O)=O	-7	3%	x	6%	-1%	-11%	x	i	-9%
CCc1nc2c(c(SC)nn2-c2ccccc2)c(N)c1C(=O)OC	4	1%	-2%	4%	2%	44%[activator]	54%[activator][12.7 µM]	-4%	13%
CC(=O)Nc1cccc(NC(=O)CSc2nccn2Cc2ccccc2)c1	1&3	1%&-5%	-22%	13%&-6%	2%&0%	-1%	-3%[59 µM]	-4%&-5%	-15%&-25%
CCOc1ccccc1N1CCN(C2=C(NS(=O)(=O)c3cccs3)C(=O)c3ccccc3C2=O)CC1	-25	-6%	8.9µM*	17%	-9%	u	u	-10%	8.9µM*
Cc1cccnc1NC(=S)Nc1ncccc1C	-4	-2%	4%	15%	6%	25%	20%[2.33 µM]	0%	-3%
CCC(=O)Nc1c(C)cc(C)cc1Cl	4	5%	-37%	1%	-4%	32%[activator]	-14%[59 µM]	-6%	-19%
Cc1nc2nc(SCC(=O)NC(C)c3ccccc3)nn2c(C)c1Cc1c(F)cccc1Cl (centres undefined)	2	2%	-3%	2%	17%	28%	-4%[59 µM]	3%	-19%
Cc1cccn2c(=O)nc(SCC(=O)N3CCOCC3)nc12	3	1%	-1%	-4%	-9%	26%	6%[0.501 µM]	5%	-1%
O=C(c1ccc2c(=O)n3c(nc2c1)CCCCC3)N1CCN(c2ccc(Cl)cc2)CC1	-4	2%	-31%	1%	2%	24%	-2%	-3%	-32%
COCCN(CC(=O)Nc1cccc(C)c1C)C(=O)Cc1cccs1	1	15%	10%	0%	-3%	33%[activator]	-10%[12.7 µM]	-1%	0%
CC(=O)NNC(=O)c1sc(=S)n(C)c1C	-6	9%	1%	-2%	-1%	17%	23%[59 µM]	10%	-1%
O=C(Cn1ccc(NC(=O)OCc2ccccc2)nc1=O)NCC1CCCO1 (centres undefined)	-6	6%	8%	0%	1%	31%	-1%[0.501 µM]	-3%	-5%
Cc1ccc2cc(NC(=O)Cc3ccccc3)ccc2n1	-8	-4%	0%	0%	5%	63%[activator]	u	-6%	-11%
CCc1ccc(CNC(=O)c2cc3c(=O)n(CC)c4ccccc4c3s2)cc1	-9	5%	-8%	4%	0%	34%	-21%[59 µM]	-9%	-7%
CCOC(=O)CNC(=O)CSc1nnc(Cn2c(=O)sc3ccccc32)n1-c1ccccc1C	1	1%	-1%	-6%	-4%	21%	-6%[59 µM]	-10%	-7%
Cc1cc(O)c(C(C)C)cc1NC(=S)Nc1cc(C(C)C)c(O)cc1C	-6	-1%	x	-3%	3%	u	x	-5%	u
CC(C)(C)c1nc2c(s1)CCc1onc(-c3ccc(Cl)cc3)c1-2	1	5%	6%	-2%	-4%	32%[activator]	11%[2.33 µM]	-7%	-10%
O=C(CCC1N=C2c3ccccc3N=C(SCc3ccccc3Cl)N2C1=O)NCc1ccco1 (centres undefined)	2	1%	-38%	14%	1%	5%	-1%	-1%	-18%
CC(NC(=S)Nc1ccccc1C(F)(F)F)C1CC2CCC1C2 (centres undefined)	5	-10%	-11%	11%	6%	37%	22%	3%	2%[57.1 µM]
CN(CC(=O)O/N=C(\N)c1ccccn1)S(=O)(=O)c1ccc(Br)cc1	1	x	10%	3%	2%	1%	-2%	x	-30%
N#Cc1ccc(Oc2ccc(C#N)c(C#N)c2)cc1C#N	-2	6%	x	4%	0%	24%[57 µM]	x	-1%	-5%
Cc1ccc(NC(=O)CCN2C(=O)C3C4CCC(C4)C3C2=O)cc1Cl (centres undefined)	-2	15%	-18%	0%	1%	25%	4%	i	-6%
COc1cc(C2C(C#N)=C(N)Oc3cc(C)n(CC4CCCO4)c(=O)c32)cc2c1OCO2 (centres undefined)	3	-15%	0%	19%	13%	44%	u	-9%	-6%
Cc1ccccc1Nc1c(-c2ccc(N3CCOCC3)cc2)nc2ccc(Cl)cn12	0	1%	-39%	-3%	3%	12%	u	i	u
CCCCN(C(=O)/C=C/c1ccco1)c1c(N)n(Cc2ccccc2)c(=O)[nH]c1=O	3	9%	-12%	1%	1%	8%	14%[59 µM]	-8%	-16%

In a second layout: results already given
Results follow in this order: PI4K2A inh | ERG-DNA inh | BAZ2B block | GLS inh | Pin1 inhibitor | HP1b binding inh | G9a block | PGK inhibitor | JMJD2A Tudor inh
O=C(Cn1ccc(NC(=O)OCc2ccccc2)nc1=O)NCC1CCCO1 (centres undefined)
    -6 | 6% | 8% | 0% | 1% | 31% | -1%[0.501 µM] | -3% | -5%
Cc1ccc2cc(NC(=O)Cc3ccccc3)ccc2n1
    -8 | -4% | 0% | 0% | 5% | 63%[activator] | u | -6% | -11%
